Assay outcomes deposited in PubChem BioAssay by The Scripps Research Institute Molecular Screening Center.
PAFAH2 FP inh = PAFAH2 enzyme inhibitors, primary screen, biochemical, fluorescence polarization, human; Platelet-activating factor acetylhydrolase 2, cytoplasmic (Homo sapiens), Q99487; recombinant PAFAH2, FP-rhodamine activity probe; inhibition, % at 3.39 µM; 340,000 compounds, 0.99% hits;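 active = inhibition above the mean over all tested compounds plus 3 SD, cut at about 30% in these data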;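 note: inhibitors block probe labeling of enzyme so polarization drops; 0% = enzyme with DMSO and 100% = wells lacking PAFAH2 protein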
pPAFAH FP inh = pPAFAH enzyme inhibitors, primary screen, biochemical, fluorescence polarization, human; Platelet-activating factor acetylhydrolase (Homo sapiens), Q13093; 330,000 compounds, 1.5% hits; recombinant pPAFAH, FP-rhodamine probe fluorescence polarization; inhibition, % at 3.39 µM;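 active = inhibition above the mean inhibition across the screen plus 3 SD, cut at about 25% in these data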;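 note: inhibitors block binding of the rhodamine activity-based probe so polarization drops; 0% = enzyme with DMSO and 100% = wells lacking pPAFAH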
GSTO1 counter = inhibitors of recombinant GSTO1, primary screen, counter-screen for RBBP9 inhibitor project, biochemical, fluorescence polarization | activity-based probe fluorescence polarization | inhibition, % at 5.96 µM | AID 1974, 2009 | Glutathione S-transferase omega-1 (Homo sapiens), P78417 | 300,000 compounds, 1.1% hits;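 active = inhibition above the campaign mean inhibition plus 3 SD, cut at about 35% in these data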;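 note: 0% = GSTO1-1 with DMSO and 100% = wells lacking GSTO1-1 enzyme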
PREPL inh = PREPL enzyme inhibitors, primary screen, biochemical, fluorescence polarization; Prolyl endopeptidase-like (Homo sapiens), Q4J6C6; recombinant PREPL, fluorescence polarization activity-based probe; inhibition, % at 5.96 µM; 320,000 compounds, 0.68% hits; in the data active = inhibition above about 43%;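 note: 0% = enzyme with DMSO and 100% = wells lacking enzyme; many of its hits are not listed in these tables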
PAFAH1B3 FP inh = PAFAH1B3 enzyme inhibitors, primary screen, biochemical, fluorescence polarization, human | Platelet-activating factor acetylhydrolase IB subunit alpha1 (Homo sapiens), Q15102 | recombinant PAFAH1B3, FP-rhodamine probe | inhibition, % at 3.39 µM | 340,000 compounds, 0.28% hits | AID 492972, 2010;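 active = inhibition above the screen-wide average of all tested compounds plus 3 SD, cut at about 25% in these data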;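 note: 0% = enzyme with DMSO only and 100% = wells lacking PAFAH1B3 protein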
PAFAH1B2 FP inh = PAFAH1B2 enzyme inhibitors, primary screen, biochemical, fluorescence polarization, human | Platelet-activating factor acetylhydrolase IB subunit alpha2 (Homo sapiens), P68402 | recombinant PAFAH1B2, FP-rhodamine activity probe | inhibition, % at 3.39 µM | 340,000 compounds, 1.2% hits | AID 492953, 2010;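 active = inhibition above the mean of all tested compounds plus 3 SD, cut at about 24% in these data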;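 note: 0% = enzyme with DMSO and 100% = wells lacking PAFAH1B2; many of its hits are not listed in these tables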
Target sequence (P68402 whole entry, looked up): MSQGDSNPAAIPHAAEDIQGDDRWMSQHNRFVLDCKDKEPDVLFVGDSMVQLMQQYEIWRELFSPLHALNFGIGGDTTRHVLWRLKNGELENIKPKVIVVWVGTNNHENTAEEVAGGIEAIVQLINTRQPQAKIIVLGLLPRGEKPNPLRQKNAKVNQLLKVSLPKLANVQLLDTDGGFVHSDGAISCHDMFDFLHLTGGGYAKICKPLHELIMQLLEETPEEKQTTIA
LYPLA1 counter = LYPLA1 inhibitors, primary screen, counter-screen for PME1 inhibitor project, biochemical, fluorescence polarization, FP-Rh probe ABPP. inhibition, % at 5.9 µM. recombinant LYPLA1. AID 2174, 2009. 320,000 compounds, 0.16% hits;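 active = inhibition above the mean of all tested compounds plus 3 SD, set per campaign, cut at about 14% in these data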;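 note: inhibitors block serine hydrolase probe labeling of LYPLA1 so polarization falls; 0% = enzyme with DMSO and 100% = wells lacking LYPLA1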
PAD4 FP inh = human PAD4 inhibitors, primary screen, biochemical, fluorescence polarization, 1536-well format; inhibition, % at 6.36 µM; 330,000 compounds, 0.41% hits; recombinant PAD4, RCA probe fluorescence polarization; Protein-arginine deiminase type-4 (Homo sapiens), Q9UM07;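 active = percent inhibition above a cutoff equal to the mean of all tested compounds plus 3 SD, cut at about 15% in these data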;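 note: 0% = PAD4 with RCA probe and DMSO and 100% = probe without PAD4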
Target sequence (Q9UM07 whole entry, looked up): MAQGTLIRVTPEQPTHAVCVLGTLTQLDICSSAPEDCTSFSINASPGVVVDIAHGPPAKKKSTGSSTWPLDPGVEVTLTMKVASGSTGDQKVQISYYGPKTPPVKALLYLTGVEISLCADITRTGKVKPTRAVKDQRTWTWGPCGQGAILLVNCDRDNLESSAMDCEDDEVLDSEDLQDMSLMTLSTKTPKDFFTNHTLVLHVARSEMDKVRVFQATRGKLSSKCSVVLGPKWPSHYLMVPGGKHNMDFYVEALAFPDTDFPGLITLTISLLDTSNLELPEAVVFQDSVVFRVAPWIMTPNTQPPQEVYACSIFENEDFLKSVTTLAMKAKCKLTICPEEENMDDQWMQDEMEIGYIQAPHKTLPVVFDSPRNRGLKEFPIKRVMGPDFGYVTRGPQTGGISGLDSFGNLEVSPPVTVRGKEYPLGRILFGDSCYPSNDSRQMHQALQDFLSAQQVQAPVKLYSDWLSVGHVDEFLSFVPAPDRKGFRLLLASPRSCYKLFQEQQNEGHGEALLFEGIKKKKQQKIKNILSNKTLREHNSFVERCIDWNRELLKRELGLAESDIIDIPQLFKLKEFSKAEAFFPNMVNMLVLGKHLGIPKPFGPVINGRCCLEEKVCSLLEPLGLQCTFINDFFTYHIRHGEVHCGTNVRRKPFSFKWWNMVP
LYPLA2 counter = LYPLA2 inhibitors, primary screen, counter-screen for PME1 inhibitor project, biochemical, fluorescence polarization, FP-Rh probe ABPP. recombinant LYPLA2. inhibition, % at 5.9 µM. 320,000 compounds, 0.38% hits. AID 2177, 2009;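 active = inhibition above the screen-wide mean plus 3 SD, limit set per campaign, cut at about 26% in these data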;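 note: 0% = LYPLA2 with DMSO and 100% = wells lacking LYPLA2 enzyme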
Numbers without * were called inactive; / = no result given. Only part of the results is shown; count on the stated rates, not on these rows.

SMILES	PAFAH2 FP inh	pPAFAH FP inh	GSTO1 counter	PREPL inh	PAFAH1B3 FP inh	PAFAH1B2 FP inh	LYPLA1 counter	PAD4 FP inh	LYPLA2 counter
COc1cc(Br)c(S(=O)(=O)Nc2c(C)n(C)n(-c3ccccc3)c2=O)cc1OC	1.9	2.4	0.6	-6.3	9.4	-0.2	-0.3	1.6	-1.4
Cc1nc2ccccc2cc1O	1.5	3.1	1.5	-6.8	-4.3	1.1	1.3	-0.9	1.8
CCNC(=S)Nc1ccc(Oc2ccccc2)cc1	8.4	2.4	-4.2	-0.7	9.7	0.5	-1.8	-0.1	2.1
CC(C)NC(=S)N/N=C/C1=CCC2CC1C2(C)C (centres undefined)	3.4	3.7	-0.8	-7.1	3.4	2.4	-2.9	1.7	-5.3
CC[C@H](C)[C@H](NS(=O)(=O)c1ccc(C)cc1)C(=O)N1CCC(C(=O)N[C@@H](C)C(=O)O)CC1	0.9	3.1	5.1	5.8	3.1	-3.2	3.6	1.4	10.8
N#CC1=C2SCN(c3ccccc3)CN2C(=O)CC1c1ccccc1Cl (centres undefined)	-0.7	0.3	5.9	4.7	5.1	4.8	-3.5	-1.2	5.3
COc1ccccc1OCCOCCOc1ccc(C)cc1[N+](=O)[O-]	4.3	0.9	4.2	2.6	1.8	4.8	0.6	5.1	2.8
O=S(=O)(NCCc1csc(-c2cccnc2)n1)c1ccc(Cl)s1	2.1	14.7	0.6	14.4	2.8	2.9	-1.8	2.6	2.3
COc1ccc(NC(=O)Nc2ccc3oc(C)nc3c2)cc1	3.6	4.1	17.7	13.1	8.9	4.9	2.2	-0.6	4.7
O=C(O)c1cccc2c1C(=O)c1ccc(-c3ccc(Cl)c(C(F)(F)F)c3)cc1S2(=O)=O	6.7	23.8	/	11.8	1.4	1.0	5.5	0.7	5.6
CCOC(=O)C1=C(COC(=O)/C=C/c2cccc(Br)c2)NC(=O)NC1C (centres undefined)	10.4	5.8	/	-8.1	-1.2	0.2	-5.7	0.3	-5.6
CCCOc1ccc(-c2nnn(CC(=O)c3ccc4c(c3)OCCO4)n2)cc1	-1.1	-3.0	-3.9	6.2	-3.8	-6.6	-3.7	-2.5	1.1

Single entries from the results shown.
PREPL inh result of `COc1cc(Br)c(S(=O)(=O)Nc2c(C)n(C)n(-c3ccccc3)c2=O)cc1OC` is entered as -6.3
PAFAH2 FP inh result of `COc1ccccc1OCCOCCOc1ccc(C)cc1[N+](=O)[O-]` is entered as 4.3

Going on with the list:
SMILES	PAFAH2 FP inh	pPAFAH FP inh	GSTO1 counter	PREPL inh	PAFAH1B3 FP inh	PAFAH1B2 FP inh	LYPLA1 counter	PAD4 FP inh	LYPLA2 counter
O=[N+]([O-])c1ccc(-c2cn(-c3ccccc3F)c(=S)[nH]2)cc1	5.2	7.7	0.0	5.3	0.0	0.9	1.5	-4.9	6.8
Cc1cccc2c1N(CCOc1ccccc1)C(=O)C2=O	1.9	6.2	-0.6	1.3	6.9	0.8	-1.6	2.3	7.5
CCn1c(SCC(=O)Nc2cc(OC)ccc2OC)nc2c(c1=O)SCC2	-1.9	1.9	5.4	2.8	-2.1	-5.4	-0.2	-4.3	4.3
COCCn1c(SCC(=O)Nc2cc(C)on2)nc2cc(Cl)ccc2c1=O	-0.4	2.7	/	3.2	4.8	-0.5	-4.0	-0.7	-1.9
CSCCC(NC(=O)c1ccc([N+](=O)[O-])cc1Cl)C(=O)OCC(=O)NCCCc1ccccc1 (centres undefined)	9.2	8.3	2.2	8.4	12.4	9.4	0.7	5.2	-0.8
COc1ccc(-c2sc3ccc(OC)cc3c2-c2ccc(O)cc2)cc1	15.2	5.7	/	11.1	6.1	9.3	/	-1.1	/
CC1CC(C)CN(C(=O)CSc2nnc(N)s2)C1 (centres undefined)	-4.5	-4.9	-2.8	-2.2	4.9	2.2	1.9	-2.1	-1.9
COCCNC(=O)CN(c1cccc(OC)c1)S(=O)(=O)c1ccc(C)cc1	3.2	7.5	-1.8	2.6	12.5	-0.6	-1.9	-2.7	3.5
COc1ccc(OC)c(S(=O)(=O)N(C)CC(=O)N2CCN(c3cccc(Cl)c3)CC2)c1	-8.9	-0.3	7.7	5.9	7.8	-0.5	0.0	-1.3	-2.9
O=C1CN(CC(=O)Nc2cccc(Cl)c2Cl)c2ccccc2N1	4.0	3.3	5.1	-2.2	5.1	0.5	0.1	-5.1	1.8
CCC(C)NC(=O)CSc1nc2c(sc(=S)n2-c2cc(Cl)ccc2OC)c(=O)[nH]1 (centres undefined)	5.3	5.0	-40.8	3.8	9.4	7.3	-3.3	2.1	-1.8
C=CCn1c(C)cc(C(=O)CN2C(=O)c3ccccc3S2(=O)=O)c1C	3.7	1.5	/	0.9	5.2	5.0	-0.2	-1.8	0.0
NC(=O)CN(Cc1ccccc1)S(=O)(=O)c1ccc2c(c1)OCCO2	13.1	-3.8	0.1	-5.0	0.3	-2.3	0.5	0.2	1.9
O=C1CC(N2CCC(c3nc4ccccc4s3)CC2)C(=O)N1Cc1ccccc1 (centres undefined)	2.8	3.4	3.1	4.5	3.8	1.6	-3.0	0.2	-2.9
COc1cc2c(cc1NC(=O)C1CCCO1)oc1ccccc12 (centres undefined)	-3.7	6.0	11.7	-14.7	-3.6	1.5	-1.4	-3.5	5.9
Cc1ccc(S(=O)(=O)CCc2nnc(NC(=O)c3cnccn3)s2)cc1	5.5	-0.8	4.1	12.3	3.5	5.6	4.1	-5.7	1.8
O=C(Nc1cscc1S(=O)(=O)c1ccccc1)c1ccccc1Cl	/	-0.3	2.0	4.0	/	/	1.3	1.3	4.6
Cc1c(CCO)c(=O)[nH]n1S(=O)(=O)c1ccc(Cl)cc1Cl	-0.7	0.3	2.5	-1.2	-2.1	4.5	1.1	-5.9	8.8
CCOC(=O)c1cccc(NC(=O)CSc2nc3cccnc3n2C)c1	-6.2	-0.9	-11.6	-0.7	6.3	0.4	-5.8	-0.2	8.9
O=C(Cc1ccc(F)cc1)NCc1cccnc1	-5.0	4.1	1.6	9.8	10.6	-4.4	1.1	-1.6	4.8
Cc1nn(-c2ccccc2)nc1CNC(=O)C1CCC1	-0.8	-0.7	2.6	6.0	4.7	5.7	1.3	0.0	2.1
CC(=O)c1c(C(C)=O)c(C)n(Cc2ccc(Cl)cc2)c1C	0.7	-1.3	-3.7	-3.0	3.1	4.4	-1.5	0.1	1.1
COC(=O)c1cc(C(=O)NCC2CCCCC2)cc([N+](=O)[O-])c1	-5.2	0.7	-3.7	3.1	5.9	5.8	-0.9	-2.4	1.1
CCOC(=O)Cc1csc(SCC(=O)/C(C#N)=C(\C)N)n1	5.5	0.7	-2.0	2.0	4.9	6.1	-5.5	-0.6	-3.8
COc1ccc(C2=CCN3CCCCC3C2)c(-c2ccc(OC)c(OC)c2)c1 (centres undefined)	-3.4	9.6	/	47.0*	-4.6	3.8	/	-9.4	/
O=c1cc(N2CCN(c3ccccc3)CC2)[nH]c(=O)n1C1CCCCC1	8.8	2.1	-2.2	0.1	-2.1	6.1	3.1	-1.4	2.0
CC(C)(C)c1nc(NCCO)c2nnn(Cc3ccccc3)c2n1	-3.0	14.1	-6.9	6.2	8.0	8.4	0.9	2.0	6.1
O=C(O)CNC(=S)N(Cc1ccccc1F)C1CCCCC1	5.1	1.6	9.0	-4.9	5.3	6.5	-0.9	-5.0	13.9
CCC1CCCCN1C(=O)CSc1nc(N)cc(=O)[nH]1 (centres undefined)	10.1	1.0	2.0	-0.9	-6.3	9.1	-4.3	-3.5	6.0
CN(CC(=O)Nc1ccccc1Cl)C(=O)COC(=O)c1cnccn1	2.5	5.8	-3.9	3.8	6.3	7.8	0.4	1.9	-2.6
COc1ccccc1Oc1ccc2c(c1)C(=O)N(c1ccc(C)cc1)C2=O	-5.7	1.8	-4.3	-4.9	0.9	-0.9	-3.5	-2.3	-7.4
CCN(CC)S(=O)(=O)c1ccc(N2CCOCC2)c(NC(=O)CCOc2ccccc2)c1	1.2	1.4	-14.7	1.1	3.4	3.2	-0.5	1.2	14.4
N=C1C(c2ccccc2)=C(O)CN1c1cccc2ccccc12	2.5	-0.9	-6.3	0.8	-9.1	-0.2	1.4	-2.4	2.3
CCC(NC(=O)C1C2C=CC(C2)C1C(=O)O)c1ccc(C)cc1 (centres undefined)	3.7	-4.6	2.7	5.4	1.2	7.9	-4.7	-3.9	-4.7
CCCn1nnnc1NCc1cccn1C	6.8	7.2	7.4	6.4	2.3	-0.6	0.5	0.3	6.3
CCOC(=O)C1(CCOc2ccccc2)CCN(Cc2ccc(C#CCCO)cc2)CC1	1.1	0.9	-0.7	-52.0	10.7	3.7	-0.4	3.0	3.0
COc1ccc(CCNC(=O)[C@H](CCSC)NC(=O)N2CCn3c2nc2ccccc23)cc1OC	-7.5	3.0	-0.8	12.7	0.9	1.1	4.0	1.4	4.2
CCCOc1ccc(C2C(=O)N(C3CCCCC3)CC(=O)N2C2CC2)cc1OC (centres undefined)	4.3	4.6	2.8	9.9	10.7	-1.1	1.2	4.2	7.0
Oc1ccccc1CNc1ncc(Br)cc1Br	2.8	11.9	-7.5	-3.0	5.9	5.4	-2.6	-0.6	3.2
